Compound activity from PubChem.
CHRM5 antagonist – CHRM5 antagonism in calcium assay; hit rate 0.59% among 360,000; inhibition, % at 3 µM; P08912; CHO-hM5 cells, Fluo-8 calcium fluorescence, ACh EC80;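 active means inhibition above a per-plate cutoff, the mean of that plate's test compounds plus 3 SD, cut at about 27% in these data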;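 further: 0% = acetylcholine EC80 with DMSO and 100% = DMSO without agonist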
CHRM5 agonist – CHRM5 agonism in calcium assay; P08912; CHO-K1 hM5 cells, Fluo-8 calcium fluorescence; 0% DMSO wells, 100% maximal acetylcholine response; activation, % at 3 µM; AID 624037; hit rate 0.19% among 360,000;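 active means activation above the run's mean over test compounds plus 3 SD, cut at about 23% in these data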;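 further: signal is peak over basal fluorescence ratio across the kinetic read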
CHRM1 PAM – positive allosteric modulators of human M1 muscarinic receptor; activation, % at 3 µM; CHO-K1 hM1, Fluo-8 calcium fluorescence, ACh EC20; 0% = ACh EC20, 100% = maximal ACh; hit rate 0.088% among 360,000; in the data active means activation above about 19%, passing the limit was not always enough
Target sequence (P11229 whole entry, looked up): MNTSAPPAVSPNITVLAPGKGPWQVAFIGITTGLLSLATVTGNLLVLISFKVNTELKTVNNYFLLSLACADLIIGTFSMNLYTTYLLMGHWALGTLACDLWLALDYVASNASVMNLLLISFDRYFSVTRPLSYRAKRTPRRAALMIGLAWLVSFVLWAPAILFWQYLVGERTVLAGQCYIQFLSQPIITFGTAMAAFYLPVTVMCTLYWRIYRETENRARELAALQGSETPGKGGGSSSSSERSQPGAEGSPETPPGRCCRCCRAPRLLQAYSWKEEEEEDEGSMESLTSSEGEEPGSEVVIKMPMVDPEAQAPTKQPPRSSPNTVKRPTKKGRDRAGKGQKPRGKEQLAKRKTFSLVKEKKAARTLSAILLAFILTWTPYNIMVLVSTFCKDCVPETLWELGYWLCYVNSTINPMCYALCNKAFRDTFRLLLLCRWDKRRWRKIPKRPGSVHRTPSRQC
M4 ag – agonists of human muscarinic M4 receptor (CHRM4). activation, % at 3 µM. P08173. hit rate 0.14% among 360,000. CHO-K1 hM4/Gqi5, Fluo-8 calcium fluorescence; vehicle 0%, full acetylcholine response 100%;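 active means activation above the run mean over all test wells plus 3 SD, cut at about 32% in these data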;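 further: peak over basal fluorescence ratio per well then scaled between controls; 0% = DMSO wells and 100% = acetylcholine at EC100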
Target sequence (P08173 whole entry, looked up): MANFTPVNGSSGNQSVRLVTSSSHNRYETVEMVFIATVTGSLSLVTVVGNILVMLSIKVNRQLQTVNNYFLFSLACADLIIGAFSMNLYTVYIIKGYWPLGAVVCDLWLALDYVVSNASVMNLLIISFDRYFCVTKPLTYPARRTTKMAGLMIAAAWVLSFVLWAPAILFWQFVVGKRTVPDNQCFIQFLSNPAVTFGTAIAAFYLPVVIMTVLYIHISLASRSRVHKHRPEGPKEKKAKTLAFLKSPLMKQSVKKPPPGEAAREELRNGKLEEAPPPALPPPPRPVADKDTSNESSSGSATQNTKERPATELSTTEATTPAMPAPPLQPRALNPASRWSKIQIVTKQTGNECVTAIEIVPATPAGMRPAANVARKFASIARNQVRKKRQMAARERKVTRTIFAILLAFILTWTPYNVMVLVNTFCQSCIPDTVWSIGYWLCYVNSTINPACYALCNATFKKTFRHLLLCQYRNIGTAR
CRFR2-BP ag – agonists of human CRF-binding protein/CRF-R2 receptor complex | HEK293 CRF-R2/CRF-BP, calcium dye fluorescence (FLIPR); percent of saturating CRF peptide response | activation, % at 13.2 µM | hit rate 0.46% among 350,000;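 active means activation of at least 50%, plus an integration ratio under a set limit after plate pattern correction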;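 further: plate controls were neutral control wells without compound for no effect and CRF at EC100 for full effect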
M4 PAM – positive allosteric modulators of human muscarinic M4 receptor. P08173. CHO-K1 hM4/Gqi5, Fluo-8 calcium fluorescence, ACh EC20; 0% = ACh EC20, 100% = maximal ACh. activation, % at 3 µM. hit rate 0.4% among 360,000. AID 624126;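 active means activation above its plate's cutoff, the mean activation of sample wells plus 3 SD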; further: some results filed as inactive read as strong as hits
CHRM5 PAM – positive allosteric modulators of human muscarinic M5 receptor; P08912; CHO-K1 hM5, Fluo-8 calcium, ACh EC20 PAM; 0% = ACh EC20, 100% = ACh EC100; activation, % at 3 µM; hit rate 0.3% among 360,000; AID 624038;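 active means activation above the run cutoff, the mean activation of all test compounds plus 3 SD, cut at about 18% in these data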
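System – CHO-K1 hM5 cells · Compound – 3 µM, single dose · Incubation – compound preincubation 140 s before EC20 acetylcholine addition · Technique – Fluo-8 calcium fluorescence · Measure – Max/basal fluorescence ratio as % of EC20–EC100 ACh window · Benchmarks – low control EC20 acetylcholine (0%), high control EC100 acetylcholine (100%) · Replication – singlicate, one well per test compound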
M1 antag – human CHRM1 antagonism. CHO-K1 hM1, Fluo-8 calcium fluorescence, ACh EC80 antagonist. hit rate 1.3% among 360,000. inhibition, % at 3 µM. P11229;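 active means percent inhibition above its own plate's cutoff, namely the mean of that plate's compound wells plus 3 SD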;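 further: peak over basal fluorescence ratio during 140 s after agonist addition; 0% = ACh EC80 plus DMSO and 100% = DMSO alone without agonist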
CHRM4 antagonist – CHRM4 antagonism in calcium assay; P08173; CHO-hM4 cells, ACh EC80, Fluo-8 calcium fluorescence; inhibition, % at 3 µM; hit rate 0.73% among 360,000;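 active means inhibition above its plate's cutoff, the mean inhibition of sample wells plus 3 SD, cut at about 27% in these data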;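 further: 0% = acetylcholine EC80 with DMSO and 100% = DMSO without agonist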
* marks the source's active call; other numbers are inactive results.

How did Cc1ccc(C(CNC(=O)Nc2ccc(Cl)cc2)N2CCN(C)CC2)cc1 (centres undefined) do in these assays?
CHRM5 antagonist: 7.3; CHRM5 agonist: -6.9; CHRM1 PAM: 8.5; M4 ag: 2.1; CRFR2-BP ag: 0.7; M4 PAM: 13.6; CHRM5 PAM: -0.1; M1 antag: -6.1; CHRM4 antagonist: -9.5

What do the screens show for `COc1ccc(N2CCN(C(CNC(C)=O)c3ccc4c(c3)OCO4)CC2)cc1` (centres undefined)?
CHRM5 antagonist: 2.9; CHRM5 agonist: -7.4; CHRM1 PAM: 14.9; M4 ag: 0.6; CRFR2-BP ag: 0.1; M4 PAM: 12.1; CHRM5 PAM: -0.2; M1 antag: -4.5; CHRM4 antagonist: 14.4

Results for COc1ccc(-c2n[nH]c3c2CN(C(=O)c2ccc(F)cc2)CC3)cc1 ?
CHRM5 antagonist: 4.7; CHRM5 agonist: -3.6; CHRM1 PAM: 7.5; M4 ag: 1.2; CRFR2-BP ag: -4.9; M4 PAM: 0.6; CHRM5 PAM: -1.0; M1 antag: -14.0; CHRM4 antagonist: -4.9

What do the screens show for `COc1ccc(-c2noc(CCC(=O)N3CCN(c4cccc(C)c4)CC3)n2)cc1`?
CHRM5 antagonist: 4.2; CHRM5 agonist: 2.3; CHRM1 PAM: 4.4; M4 ag: 3.2; CRFR2-BP ag: -4.8; M4 PAM: 5.8; CHRM5 PAM: 0.3; M1 antag: -16.7; CHRM4 antagonist: -3.8

How did CCc1ncc(CN2CCC(C(=O)Nc3ccc(-n4nc(C)cc4C)cc3)CC2)cn1 do in these assays?
CHRM5 antagonist: -8.9; CHRM5 agonist: -0.1; CHRM1 PAM: 5.0; M4 ag: 1.5; CRFR2-BP ag: 4.5; M4 PAM: -3.1; CHRM5 PAM: 2.9; M1 antag: -2.6; CHRM4 antagonist: -4.0

How did CCCCP(=O)(CCCC)Cc1ccccc1O do in these assays?
CHRM5 antagonist: 6.7; CHRM5 agonist: -1.2; CHRM1 PAM: 2.2; M4 ag: 0.8; CRFR2-BP ag: -0.9; M4 PAM: -4.3; CHRM5 PAM: -3.5; M1 antag: -6.7; CHRM4 antagonist: -7.9

Results for Cc1cc(C)c(NC(=O)COC(=O)C2=COCCO2)c(Cl)c1 ?
CHRM5 antagonist: -1.9; CHRM5 agonist: 0.0; CHRM1 PAM: 18.2; M4 ag: 0.2; CRFR2-BP ag: -0.2; M4 PAM: 12.7; CHRM5 PAM: 0.1; M1 antag: -16.8; CHRM4 antagonist: -11.6

How did N#Cc1ccc(NC(=S)/N=C(\N)c2ccccc2)cc1 do in these assays?
CHRM5 antagonist: 15.6; CHRM5 agonist: 5.1; CHRM1 PAM: -2.7; M4 ag: 6.3; M4 PAM: -2.7; CHRM5 PAM: -14.9; M1 antag: -23.9; CHRM4 antagonist: -3.7

What do the screens show for `Cc1cc(N/N=C/c2cccc([N+](=O)[O-])c2)nc(-n2nc(C)cc2C)n1`?
CHRM5 antagonist: 0.3; CHRM5 agonist: 4.5; CHRM1 PAM: 5.2; M4 ag: 8.6; CRFR2-BP ag: -2.0; M4 PAM: -11.2; CHRM5 PAM: -0.5; M1 antag: -1.4; CHRM4 antagonist: 1.0

What do the screens show for `Cc1cccc(C(=O)O/N=C(/c2ccccc2)c2ccncc2)c1`?
CHRM5 antagonist: -0.7; CHRM5 agonist: -2.6; CHRM1 PAM: 8.1; M4 ag: -0.1; CRFR2-BP ag: -1.0; M4 PAM: 5.8; CHRM5 PAM: 7.1; M1 antag: -2.7; CHRM4 antagonist: -3.6

What do the screens show for `CC(C)CN(C(=O)c1cc(=O)[nH]c2ccccc12)c1c(N)n(Cc2ccccc2)c(=O)[nH]c1=O`?
CHRM5 antagonist: 0.5; CHRM5 agonist: 1.8; CHRM1 PAM: 3.0; M4 ag: 0.3; CRFR2-BP ag: -0.1; M4 PAM: 6.0; CHRM5 PAM: 4.3; M1 antag: -0.8; CHRM4 antagonist: -6.8

What do the screens show for `CCN(CC)C(=O)C1=C(C)N(CCCOC)C(=O)C(CC(=O)NC2CCCC2)C1` (centres undefined)?
CHRM5 antagonist: -4.0; CHRM5 agonist: 1.7; CHRM1 PAM: 6.2; M4 ag: 0.1; CRFR2-BP ag: 0.2; M4 PAM: 0.9; CHRM5 PAM: 1.2; M1 antag: -2.3; CHRM4 antagonist: -6.1

How did CCOc1ncccc1C(=O)OCC(=O)Nc1ccc(C(C)C)cc1 do in these assays?
CHRM5 antagonist: -0.8; CHRM5 agonist: -6.4; CHRM1 PAM: -0.2; M4 ag: 0.9; CRFR2-BP ag: -0.3; M4 PAM: 12.5; CHRM5 PAM: 1.5; M1 antag: -5.3; CHRM4 antagonist: -18.0

How did CCOC(=O)C1C(C(=O)OC)=C(c2ccc(F)cc2)c2ccccc2N1S(=O)(=O)C(F)(F)F (centres undefined) do in these assays?
CHRM5 antagonist: -8.6; CHRM5 agonist: -1.2; CHRM1 PAM: 1.4; M4 ag: -1.8; CRFR2-BP ag: -2.8; M4 PAM: 4.0; CHRM5 PAM: 8.3; M1 antag: -5.7; CHRM4 antagonist: -2.0

Results for CSCCC(NC(=O)c1ccccc1)C(=O)N1CCN(C(=O)c2ccccc2)CC1 (centres undefined) ?
CHRM5 antagonist: 4.4; CHRM5 agonist: 1.7; CHRM1 PAM: 7.5; M4 ag: 1.1; CRFR2-BP ag: 0.4; M4 PAM: 9.4; CHRM5 PAM: -7.4; M1 antag: -12.8; CHRM4 antagonist: -14.8

What do the screens show for `Cc1noc(C)c1CSc1ncnc2ccccc12`?
CHRM5 antagonist: 2.4; CHRM5 agonist: -7.9; CHRM1 PAM: 10.2; M4 ag: 1.0; CRFR2-BP ag: 0.1; M4 PAM: 3.9; CHRM5 PAM: -1.4; M1 antag: -5.2; CHRM4 antagonist: -13.1

How did CCOn1c(=O)c(-c2ccc(F)cc2)[n+]([O-])c2ccccc21 do in these assays?
CHRM5 antagonist: 10.6; CHRM5 agonist: -2.8; CHRM1 PAM: 7.2; M4 ag: 2.6; CRFR2-BP ag: -0.7; M4 PAM: -4.6; CHRM5 PAM: -8.7; M1 antag: -8.5; CHRM4 antagonist: 2.9

How did Cc1ccc(C(=O)OC(C)C(=O)NC2CCCCC2C)cc1S(=O)(=O)N1CCOCC1 (centres undefined) do in these assays?
CHRM5 antagonist: 7.3; CHRM5 agonist: -2.2; CHRM1 PAM: 12.6; M4 ag: 2.3; CRFR2-BP ag: -0.9; M4 PAM: -2.8; CHRM5 PAM: 0.6; M1 antag: -12.2; CHRM4 antagonist: -2.4

How did O=C(CS(=O)CC(=O)Nc1ccc(Cl)cc1)NCC1OCCc2ccccc21 (centres undefined) do in these assays?
CHRM5 antagonist: -2.1; CHRM5 agonist: -6.5; CHRM1 PAM: 3.8; M4 ag: 0.7; CRFR2-BP ag: -5.9; M4 PAM: 3.8; CHRM5 PAM: -5.2; M1 antag: -5.4; CHRM4 antagonist: -1.6

Results for COc1ccc(C(=O)N/N=C/c2c(C)nn(-c3ccccc3)c2OC)cc1 ?
CHRM5 antagonist: -4.6; CHRM5 agonist: 1.1; CHRM1 PAM: 0.9; M4 ag: 3.7; CRFR2-BP ag: -0.8; M4 PAM: 5.6; CHRM5 PAM: 3.9; M1 antag: -4.1; CHRM4 antagonist: -8.6

Structural class: those above containing an NH in an aromatic ring
Results for COc1ccc(-c2n[nH]c3c2CN(C(=O)c2ccc(F)cc2)CC3)cc1 ?
CHRM5 antagonist: 4.7; CHRM5 agonist: -3.6; CHRM1 PAM: 7.5; M4 ag: 1.2; CRFR2-BP ag: -4.9; M4 PAM: 0.6; CHRM5 PAM: -1.0; M1 antag: -14.0; CHRM4 antagonist: -4.9

What do the screens show for `CC(C)CN(C(=O)c1cc(=O)[nH]c2ccccc12)c1c(N)n(Cc2ccccc2)c(=O)[nH]c1=O`?
CHRM5 antagonist: 0.5; CHRM5 agonist: 1.8; CHRM1 PAM: 3.0; M4 ag: 0.3; CRFR2-BP ag: -0.1; M4 PAM: 6.0; CHRM5 PAM: 4.3; M1 antag: -0.8; CHRM4 antagonist: -6.8

Following part:
How did Cc1cc(C)cc(NC(=O)CN(C)S(=O)(=O)c2cnc[nH]2)c1 do in these assays?
CHRM5 antagonist: -0.8; CHRM5 agonist: 0.9; CHRM1 PAM: 9.6; M4 ag: 1.7; CRFR2-BP ag: -0.7; M4 PAM: 1.3; CHRM5 PAM: 6.3; M1 antag: -12.6; CHRM4 antagonist: 12.3

Results for CC(=O)c1cccc(N2C(=O)C3C4CCC(C4=C(C)C)C3C2=O)c1 (centres undefined) ?
CHRM5 antagonist: 3.0; CHRM5 agonist: -2.2; CHRM1 PAM: 6.6; M4 ag: 0.9; CRFR2-BP ag: -0.7; M4 PAM: 8.1; CHRM5 PAM: 4.0; M1 antag: -14.1; CHRM4 antagonist: -3.7

How did O=C(CSc1nnc(CNC(=O)c2cccs2)o1)NC1CCCC1 do in these assays?
CHRM5 antagonist: -6.3; CHRM5 agonist: -2.8; CHRM1 PAM: 5.3; M4 ag: 1.6; CRFR2-BP ag: -0.5; M4 PAM: 0.8; CHRM5 PAM: 2.2; M1 antag: 1.7; CHRM4 antagonist: -1.4

Results for O=C(Nc1ccc(C(F)(F)F)cc1)C1=NN(C2CCS(=O)(=O)C2)C(=O)CC1 (centres undefined) ?
CHRM5 antagonist: -8.6; CHRM5 agonist: 3.4; CHRM1 PAM: 12.0; M4 ag: 5.0; CRFR2-BP ag: 2.2; M4 PAM: 19.6; CHRM5 PAM: 5.8; M1 antag: -3.5; CHRM4 antagonist: -9.6

How did COC(=O)C[C@H]1C[C@H]2c3cc(NS(=O)(=O)c4cccc(OC)c4)ccc3O[C@H]2[C@@H](CO)O1 do in these assays?
CHRM5 antagonist: 6.9; CHRM5 agonist: 0.1; CHRM1 PAM: 1.7; M4 ag: 0.3; CRFR2-BP ag: -0.5; M4 PAM: 1.6; CHRM5 PAM: -1.3; M1 antag: -2.1; CHRM4 antagonist: -1.4

How did Cc1ccc(-c2nc(C#N)c(NCCc3ccccn3)o2)cc1 do in these assays?
CHRM5 antagonist: -5.7; CHRM5 agonist: -0.1; CHRM1 PAM: 10.9; M4 ag: 0.0; CRFR2-BP ag: 1.9; M4 PAM: 6.7; CHRM5 PAM: 4.5; M1 antag: 3.0; CHRM4 antagonist: -9.4

Results for COc1ccc(C(=O)c2ccc(CC#N)s2)cc1 ?
CHRM5 antagonist: 2.4; CHRM5 agonist: -5.2; CHRM1 PAM: -7.0; M4 ag: 1.2; CRFR2-BP ag: -2.1; M4 PAM: 2.5; CHRM5 PAM: -5.0; M1 antag: 1.7; CHRM4 antagonist: 13.3

Results for OC(c1ccccc1)c1nc(-c2ccc3c(c2)OCO3)cs1 (centres undefined) ?
CHRM5 antagonist: -2.1; CHRM5 agonist: 0.9; CHRM1 PAM: 7.5; M4 ag: 2.1; M4 PAM: -0.1; CHRM5 PAM: -2.7; M1 antag: -9.4; CHRM4 antagonist: 5.4

How did Cc1ccc(CN(C)C(=O)c2ccccc2Sc2ccccc2C#N)cc1 do in these assays?
CHRM5 antagonist: 17.1; CHRM5 agonist: -4.1; CHRM1 PAM: -6.3; M4 ag: 4.6; CRFR2-BP ag: -2.3; M4 PAM: -8.7; CHRM5 PAM: -6.7; M1 antag: 9.2; CHRM4 antagonist: 6.6
